Bioassay records (PubChem BioAssay)
V1aR counter – activates human V1a receptor in oxytocin agonist counter-screen | 320,000 compounds, 0.25% hits | activation, % at 3 µM | CHO-V1R cells, Fluo-8 calcium fluorescence, agonist mode; 0% DMSO, 100% 3 nM vasopressin;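 active means activation above the mean activation of all tested compounds plus 3 SD, per screening run, cut at about 20% in these data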;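 further: signal is peak over basal fluorescence ratio across a 100 second FLIPR read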
Target sequence (P37288 whole entry, looked up): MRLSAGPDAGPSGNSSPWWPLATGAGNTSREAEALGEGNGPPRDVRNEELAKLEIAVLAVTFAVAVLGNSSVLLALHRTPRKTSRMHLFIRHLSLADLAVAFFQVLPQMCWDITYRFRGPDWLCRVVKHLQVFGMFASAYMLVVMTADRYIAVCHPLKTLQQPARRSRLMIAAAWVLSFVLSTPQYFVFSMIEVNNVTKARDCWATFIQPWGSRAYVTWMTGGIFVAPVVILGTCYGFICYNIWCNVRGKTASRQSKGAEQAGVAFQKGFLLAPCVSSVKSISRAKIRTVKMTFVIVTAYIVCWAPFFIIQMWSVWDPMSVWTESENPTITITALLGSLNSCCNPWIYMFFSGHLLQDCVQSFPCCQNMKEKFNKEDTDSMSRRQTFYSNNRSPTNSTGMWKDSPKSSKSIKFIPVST
TAAR1 ag – agonists of human TAAR1. 360,000 compounds, 0.99% hits. activation, % at 3 µM. CHO RD-HGA16 TAAR1, Fluo-8 calcium fluorescence; vehicle wells 0%, saturating PEA agonist 100%;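 active means activation above the mean activation of all test compounds in the run plus 3 SD, cut at about 38% in these data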
Target sequence (Q96RJ0 whole entry, looked up): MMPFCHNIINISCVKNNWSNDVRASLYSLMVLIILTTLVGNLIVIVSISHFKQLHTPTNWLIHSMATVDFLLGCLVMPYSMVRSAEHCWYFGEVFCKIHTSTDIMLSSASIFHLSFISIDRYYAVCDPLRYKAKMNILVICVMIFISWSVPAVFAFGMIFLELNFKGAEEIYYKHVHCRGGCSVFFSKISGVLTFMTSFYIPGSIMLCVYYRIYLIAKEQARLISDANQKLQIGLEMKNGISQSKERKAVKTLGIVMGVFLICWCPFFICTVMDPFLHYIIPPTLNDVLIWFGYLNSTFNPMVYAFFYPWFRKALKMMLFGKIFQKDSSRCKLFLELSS
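Test system: RD-HGA16 (CHO) cells co-expressing Gα16 and hTAAR1; dosing: one-point dosing at 3 µM (nominal); timing: 17-24 h seeding, 75 min 37 °C dye, 30 min RT; signal: kinetic Fluo-8 calcium fluorescence; read-out basis: % activation relative to PEA EC100 response; controls: DMSO and PEA EC100; replicates: n 1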
M1 PAM – human CHRM1 positive allosteric modulation. P11229. CHO-K1 hM1, Fluo-8 calcium fluorescence, ACh EC20; 0% = ACh EC20, 100% = maximal ACh. activation, % at 3 µM. 360,000 compounds, 0.088% hits. AID 588819; in the data active means activation above about 19%, passing the limit was not always enough
CHRM1 agonist – agonists of human M1 muscarinic receptor. activation, % at 3 µM. 360,000 compounds, 0.33% hits. P11229. CHO-K1 hM1, Fluo-8 calcium fluorescence, agonist mode; 0% DMSO, 100% acetylcholine EC100. AID 588814;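 active means activation above the run's mean compound activation plus 3 SD, cut at about 16% in these data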;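 further: peak over basal fluorescence ratio within a 140 s kinetic read after compound addition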
OXTR potentiate – human OXTR potentiation. AID 2445. CHO-OTR cells, Fluo-8 calcium fluorescence, potentiator mode; 0% = oxytocin EC15, 100% = EC100. 320,000 compounds, 0.061% hits. activation, % at 3 µM. P30559;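 active means activation above that plate's cutoff, the mean activation of tested compounds plus 3 SD, cut at about 6.6% in these data, passing the limit was not always enough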;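 further: 100% uses oxytocin at 75 nM as the full agonist control; some results filed as inactive read as strong as hits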
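Material: CHO-OTR cells, human receptor; compound dosing: single dose, 3.0 µM nominal final compound concentration; schedule: 6 min compound pre-incubation at room temperature, 100 s kinetic read; measured by: kinetic Fluo-8 calcium fluorescence; read-out basis: % activation vs EC15 and EC100 oxytocin; controls: EC15 oxytocin alone as 0%, 75 nM oxytocin as 100%; replicates: singlicate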
OXTR ag – human OXTR agonism | 320,000 compounds, 0.32% hits | P30559 | AID 2435 | activation, % at 3 µM | CHO-OTR cells, Fluo-8 calcium fluorescence; normalized: DMSO 0%, oxytocin 100%;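 active means activation above the mean of all tested compounds plus 3 SD, cutoff set per screening run, cut at about 20% in these data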;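 further: peak over basal fluorescence ratio from a 100 s FLIPR kinetic read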
CHO parental Ca – counter-screen: ATP calcium response change in parental CHO cells. parental CHO-K1, ATP-induced calcium, Fluo-8 fluorescence. inhibition, % at 5.6 µM. 330,000 compounds, 0.63% hits;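 active means inhibition above that plate's mean sample inhibition plus 3 SD, cut at about 26% in these data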;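 further: 0% = ATP-challenged DMSO wells and 100% = DMSO wells without ATP; some compounds past the cut are filed as inactive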
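Test system: untransfected parental CHO cell line. Compound: one dose, 5.6 µM nominal. Detection: intracellular calcium via Fluo-8 no-wash fluorescent dye. Measure: % inhibition. Benchmarks: ATP-challenged DMSO wells low, unchallenged DMSO wells high.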
CHRM1 antagonist – human CHRM1 antagonism; CHO-K1 hM1, Fluo-8 calcium fluorescence, ACh EC80 antagonist; AID 588852; 360,000 compounds, 1.3% hits; P11229; inhibition, % at 3 µM;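 active means percent inhibition above its own plate's cutoff, namely the mean of that plate's compound wells plus 3 SD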;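 further: peak over basal fluorescence ratio during 140 s after agonist addition; 0% = ACh EC80 plus DMSO and 100% = DMSO alone without agonist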
TAAR1 antag – antagonists of human TAAR1; inhibition, % at 3 µM; Q96RJ0; AID 624466; 360,000 compounds, 1.5% hits; CHO RD-HGA16 TAAR1, Fluo-8 calcium fluorescence, antagonist;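 active means inhibition above a per-plate cutoff, the mean inhibition of test compounds on that plate plus 3 SD, cut at about 49% in these data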;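 further: 0% = DMSO plus EC80 beta-PEA response and 100% = DMSO alone without agonist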
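System: RD-HGA16 CHO cells with stable hTAAR1 and Gα16 | Probe or stimulus: EC80 β-phenethylamine stimulus | Dosing: 3 µM, single point | Times: Dye loading 75 min at 37 °C, then 30 min room temperature | Measured by: Fluo-8 calcium-sensitive fluorescence | Read-out basis: % inhibition of agonist calcium response | Replicates: n of 1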
An asterisk follows results filed as active; · = not tested or not shown.

SMILES	V1aR counter	TAAR1 ag	M1 PAM	CHRM1 agonist	OXTR potentiate	OXTR ag	CHO parental Ca	CHRM1 antagonist	TAAR1 antag
NC(N)=N/N=C(\N=Nc1ccccc1)c1ccc(Cl)cc1	·	49.0*	11.5	5.8	·	·	·	-12.6	27.9
O=c1[nH]c(-c2ccccc2)cnc1-c1ccccc1	1.0	0.4	6.7	1.7	-2.8	-0.5	-4.5	-7.3	-8.4
O=C(CCS(=O)(=O)c1ccccc1)Nc1ccc(S(=O)(=O)Nc2nccs2)cc1	1.7	1.1	7.0	0.1	-2.0	1.0	0.6	-8.2	-17.2
COC(=O)N1C(=O)[C@@](c2ccccc2)(C(C)C)N1C(=O)OC	-0.7	·	-3.3	-4.4	-3.5	0.7	1.5	-0.2	·
CCOc1ccc(C(=O)NCCCN2CCOCC2)cc1OCC	0.7	1.6	12.8	-8.2	-5.4	-0.2	0.9	-8.2	17.3
COc1ccc(/C=N/NC(=O)c2[nH]nc3c2CCc2ccccc2-3)cc1OC	0.1	8.0	-8.3	-7.2	-2.9	0.1	-17.7	1.4	21.6
COc1cc(OC)c(S(=O)(=O)N2CCOCC2)cc1S(=O)(=O)N1CCOCC1	1.9	6.1	12.0	0.9	2.8	0.1	-1.4	-6.9	-19.7
CCC(C)c1ccccc1N1CC(C(=O)Nc2ccccc2N2CCCC2)CC1=O (configuration not stated)	2.1	1.8	8.3	-2.8	-8.2	0.3	-19.8	-10.2	6.4
Cc1ccc(C)c(NC(=O)CSc2nnc(CSc3nc(C)cc(C)n3)n2Cc2ccco2)c1	-1.1	-1.0	7.3	-3.0	-14.2	-2.4	-39.9	-14.2	-8.2
Cc1ccc(S(=O)(=O)NNC(=O)c2ccc(NC(=O)C3CC3)cc2)cc1	·	2.5	6.0	-1.7	·	·	·	-9.2	-6.0
Cc1oc2nc(SCC(=O)Nc3ccc(S(N)(=O)=O)cc3)nc(NC(=O)c3ccccc3)c2c1C	0.1	3.6	3.3	-4.9	-1.9	0.5	-2.6	4.2	-3.5
COc1cccc2oc3ccc(C#CC4(N)CCCCC4)cc3c(=O)c12	6.1	4.9	-0.6	-5.4	-9.1	1.0	-13.7	-1.9	25.6
O=C(NCCCn1ccnc1)c1ccc(NS(=O)(=O)c2ccc(Cl)c(Cl)c2)cc1	0.3	4.6	7.7	-6.8	2.7	-0.6	-18.1	-5.4	-27.3
COC(=O)CN1C(=O)CC(C)(C)S(=O)c2ccccc21 (configuration not stated)	1.2	1.2	-5.2	-1.6	3.7	0.4	-4.5	9.9	-1.8
Cc1ccc(C2=N/C(=C\c3c(C)nn(-c4ccccc4)c3N3CCCC3)C(=O)O2)cc1	-0.5	3.0	10.0	-6.7	1.9	-0.3	-11.3	-8.3	6.6
COc1ccc(C(=O)Cc2ccccc2)cc1OC	1.1	0.9	-0.1	-6.6	-3.4	0.7	-14.0	-1.6	-4.8
O=C(COC(=O)c1cc[n+]([O-])cc1)Nc1ccc(Cl)cc1Cl	1.6	0.7	6.0	-1.9	-5.8	0.4	-3.8	-4.9	-9.7
COc1ccc(CC(=O)NCc2n[nH]c(=S)n2-c2cccc(C)c2)cc1	1.1	9.3	6.0	-3.8	2.3	0.0	-2.8	-3.3	9.5
Cn1c(N)c(S(=O)(=O)NCc2ccccc2Cl)c(=O)n(C)c1=O	1.0	4.4	4.6	-2.9	-5.3	-0.2	-12.9	-2.5	-7.4
Cc1ccc(S(=O)(=O)N2CCNC(=O)CC2)cc1	0.3	-0.3	10.2	-4.6	0.6	0.5	-0.8	-5.2	14.7
CCCc1ccc(C(C)NC(=O)c2cnccn2)cc1 (configuration not stated)	4.0	4.8	0.1	-0.8	-16.3	4.9	-0.9	0.1	9.1
COc1ccc(S(=O)(=O)N(C)C)cc1NC(=O)c1ccc(OCC2CCCO2)cc1 (configuration not stated)	·	2.0	1.1	-6.2	·	·	·	-10.9	-5.2
O=C(CCc1ccccc1)N=C1SC2CS(=O)(=O)CC2N1Cc1ccc(F)cc1 (configuration not stated)	0.3	4.2	4.2	0.4	-7.1	1.0	-21.1	-4.1	-13.3
O=C(OCC(=O)N1CCN(C(=O)c2ccco2)CC1)c1ccccc1NCCO	0.9	1.4	13.4	-1.6	-6.6	0.0	-9.6	-11.7	-12.5
CCC(=O)N(CCC(c1ccco1)C(C)C)Cc1ccccc1 (configuration not stated)	-1.1	-1.3	-3.2	-2.7	0.3	-4.5	-29.0	2.0	-11.6

Single records, as listed above. Order of values: V1aR counter | TAAR1 ag | M1 PAM | CHRM1 agonist | OXTR potentiate | OXTR ag | CHO parental Ca | CHRM1 antagonist | TAAR1 antag
Profile of `Cc1ccc(C)c(NC(=O)CSc2nnc(CSc3nc(C)cc(C)n3)n2Cc2ccco2)c1` = -1.1 | -1.0 | 7.3 | -3.0 | -14.2 | -2.4 | -39.9 | -14.2 | -8.2
Profile of `O=C(OCC(=O)N1CCN(C(=O)c2ccco2)CC1)c1ccccc1NCCO` = 0.9 | 1.4 | 13.4 | -1.6 | -6.6 | 0.0 | -9.6 | -11.7 | -12.5

The results go on.
SMILES	V1aR counter	TAAR1 ag	M1 PAM	CHRM1 agonist	OXTR potentiate	OXTR ag	CHO parental Ca	CHRM1 antagonist	TAAR1 antag
CC(=O)n1c(Cl)c(NC(=O)CCl)c2ccccc21	-0.9	1.8	6.9	-7.4	1.1	-0.7	-12.8	0.7	-7.0
O=C(O)c1cn[nH]c1-c1cccc([N+](=O)[O-])c1	1.2	1.8	-0.4	-4.2	-9.9	-0.5	-4.7	-1.9	-24.0
C/C=C(\C)c1nnc(NC(=O)c2ccco2)s1	0.4	1.6	5.7	-2.1	-7.1	0.1	-9.6	-13.0	-1.9
O=C(NC1CCCCC1)C(=S)N1CCOCC1	-1.1	1.8	10.1	-5.7	-22.5	0.4	20.8	-14.8	-11.7
COc1ccc(CNc2ccc(-c3ccc(OC)cc3)nn2)cc1	-1.3	25.9	5.4	-6.5	-2.2	-2.5	-24.0	-8.9	13.5
CNC(=O)c1nc(C)n(-c2cc(Cl)cc(Cl)c2)n1	-0.5	·	7.4	-5.6	1.6	-1.1	-1.1	-4.9	·
CCOC(=O)N1CCC(Nc2c(NCCN3CCN(c4cccc(Cl)c4)CC3)c(=O)c2=O)CC1	-0.1	0.2	9.6	-4.0	6.1	0.7	-16.5	-15.0	14.7
CC(NC(=O)c1ccccc1)c1ccc(Br)cc1 (configuration not stated)	-0.2	10.8	4.1	-10.0	-2.2	-1.3	-9.4	-11.9	-0.3
c1ccc2[nH]c(-c3ccncc3)nc2c1	1.3	1.7	7.8	-0.1	-9.4	-0.1	-8.2	-2.1	-1.5
CCC(C)(NC(=O)CNC(C)=O)C(=O)NC1CCCCC1 (configuration not stated)	-0.3	5.8	0.6	-2.1	-13.7	0.0	-12.0	0.1	4.2
COc1ccc(-c2ccc(-c3noc(-c4ccccc4F)n3)c(OC)n2)cc1	·	4.4	7.0	-3.8	·	·	·	0.4	-4.4
N#CCSCC(=O)Nc1ccc(Br)cc1	1.8	22.5	8.1	0.5	4.7	1.1	-2.3	-7.8	13.7
CCOc1cc(C(=O)OCC(=O)NC(C)c2ccccc2)ccc1OCC(=O)N1CCOCC1 (configuration not stated)	0.6	3.3	9.9	-7.0	-6.0	0.4	-8.5	-9.3	9.1
COc1ccc(Nc2nc(OC)nc(OC)n2)cc1	-0.5	4.1	7.0	-6.9	-3.8	-1.5	-4.3	-9.0	1.6
CC1(C)CC(=O)C2=C(C1)N(c1ccc(F)cc1)C(=O)C2(NC(=O)c1ccccc1F)C(F)(F)F (configuration not stated)	1.4	1.4	5.1	0.6	-5.2	-0.4	-17.3	-5.3	2.9
O=C(CCc1nnc2ccc(NCc3ccco3)nn12)N1CCN(c2ccccc2F)CC1	1.1	0.0	8.9	-3.7	-11.1	0.3	-14.2	-7.7	1.5
O=c1nc2n(c3cc(Cl)c(S(=O)(=O)N4CCOCC4)cc13)CCCCC2	0.4	1.9	4.7	-5.7	-18.7	0.6	-14.0	-10.3	9.4
CC(C)(C)NC(=O)C(c1ccc(-c2ccccc2)cc1)N(C[C@H]1CC[C@@H]([C@@H]2CC[C@H](CO)O2)O1)C(=O)c1ccc2ccccc2c1 (some centres not stated)	·	-1.1	-7.8	-4.9	·	·	-26.1	15.8	-19.3
CSc1nsc(SC)c1C(=O)Nc1ccc(C)cc1	-1.5	4.0	3.7	-5.8	-8.9	-2.3	-33.5	-7.6	-1.8
CCc1ccc(/C=C(\C#N)C(=O)NC2CCS(=O)(=O)C2)cc1 (configuration not stated)	3.2	6.3	5.1	-0.7	3.1	4.7	-4.1	-1.2	-10.8
Cc1cc(OCc2nc(-c3ccncc3)no2)cc(C)c1Cl	-0.6	10.3	6.4	3.0	-4.4	-0.3	-10.6	0.1	-3.5
CC(C)C(NC(=O)OCc1ccccc1)C(=O)N1CCOCCOCCOCC1 (configuration not stated)	-1.2	8.3	11.3	-9.0	1.8	-1.0	-1.5	-6.0	-2.0
Cc1ccc(S(=O)(=O)Oc2ccc(/C=N/NC(=O)c3c(Cl)cnn3C)cc2)cc1	-0.2	6.2	0.9	-4.5	-18.5	-0.5	0.7	14.5	39.3
CCCCOc1ccc(C(=O)OCC(=O)Nc2cc(C)c(C)cc2[N+](=O)[O-])cc1	1.4	8.4	-0.6	-6.6	8.7	0.5	-4.2	-3.2	-8.2
Cc1cc(/C=C2/SC(=O)NC2=O)c(C)n1-c1ccc(N2CCOCC2)cc1	14.2	53.8*	1.5	19.9*	-11.0	8.4	4.7	-2.7	27.9
C#CCOCCOCCOCCNc1nc(N2CCN(C(=O)C(Cc3ccc(O)cc3)n3cc(C(N)CC(C)C)nn3)CC2)nc(N2CCN(C(=O)C(Cc3cc4ccccc4[nH]3)n3cc(C(N)Cc4ccc(O)cc4)nn3)CC2)n1 (configuration not stated)	-0.9	·	·	·	-5.1	-0.7	-1.4	·	·
CCOC(=O)C1CCN(CC(=O)N(CC(C)C)c2c(N)n(CC(C)C)c(=O)[nH]c2=O)CC1	0.9	5.3	-1.0	-2.0	-6.7	-0.1	8.1	2.8	21.8
COc1cc(OC)cc(C(=O)NNC(=O)c2cc(S(=O)(=O)N3CCOCC3)ccc2F)c1	1.1	0.1	14.0	2.0	0.2	0.3	-7.1	-7.8	-2.3
